Source: PubChem
PhoP GFP inhibition: PhoP regulon inhibitors, Salmonella typhi PhoP promoter GFP reporter, confirmatory (AID 1850) | Salmonella Typhi PhoP-promoter GFP reporter, fluorescence, 4 h; higher % means a stronger effect | inhibition, % at 50 µM; hits with a dose series show IC50 in µM | 310,000 tested, 0.33% active; in the data active = a potency from the dose series; inconclusive = inhibition mostly from about 25% at the one dose, without a potency; inactive = the rest, 99 in 100 with inhibition below about 19%;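 note: 0% = induced wells with vehicle and 100% = uninduced wells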
M. tuberculosis HTS: M. tuberculosis growth inhibition, HTS (AID 449762); 330,000 tested, 0.59% active; M. tuberculosis H37Rv growth inhibition, 7H9 media; higher % means a stronger effect; one-dose inhibition, % at 25 µM; IC50 in µM for titrated hits; in the data active = a potency from the dose series; inconclusive = inhibition above about 70% without an active follow-up result;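 note: bacterial growth assessed after seven days of incubation; strong numbers were not always called active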
tuberculosis growth: growth inhibition of non-replicating M. tuberculosis (AID 488890); Mycobacterium tuberculosis non-replicating, growth inhibition; higher % means a stronger effect; 320,000 tested, 0.39% active; inhibition, % at 25 µM, or IC50 in µM where a hit was titrated; in the data active = a potency from the dose series; inconclusive = inhibition mostly from about 82% at the one dose, without a potency; inactive = the rest, 99 in 100 with inhibition below about 76%;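 note: plate controls were DMSO cells for no effect and high antibiotic wells for full effect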
influenza NS1A: NS1A inhibition, H1N1 influenza, cell based functional assay (AID 504329); NS1A functional cell-based assay, percent inhibition; higher % means a stronger effect; one-dose inhibition, % at 12.5 µM; IC50 in µM for titrated hits; 340,000 tested, 0.3% active; in the data active = a potency from the dose series; inconclusive = inhibition above about 27% without an active follow-up result; note: strong numbers were not always called active
inhibitors of VEEV: inhibitors of VEEV TC-83 cytopathic effect, confirmation, Vero cells (AID 588727) | 350,000 tested, 0.13% active | Vero cells, VEEV TC-83 cytopathic effect inhibition; higher % means a stronger effect | inhibition, % at 20 µM, or IC50 in µM where a hit was titrated; in the data active = a potency from the dose series; inconclusive = inhibition mostly from about 14% at the one dose, without a potency; inactive = the rest, 99 in 100 with inhibition below about 12%; note: strong numbers were not always called active
* = called active by the depositor; i = inactive; ? = inconclusive; . = not tested or not shown; & = joins results of further samples.

Screens in order: PhoP GFP inhibition	M. tuberculosis HTS	tuberculosis growth	influenza NS1A	inhibitors of VEEV
- O=[N+]([O-])c1cc([N+](=O)[O-])c(N2CCCCCC2)cc1NCCO
 : 3%	10%	27%	6%	1.9%
- Cc1c(C(=O)C(=O)NCCc2ccc(S(N)(=O)=O)cc2)c2ccccc2n1C
 : -6%	-9%	-7%	16%	0.3%
- O=C(NCC1CCN(c2ccc(S(=O)(=O)N3CCOCC3)cc2)CC1)Nc1ccccc1
 : -9%	4%	-17%	11%	1.1%
- Cc1cccc(-c2nc3ccccc3c(=O)n2N)c1
 : 8%	1%	-8%	2%	1.1%
- CCN1C(=O)c2cccc3c(S(=O)(=O)Nc4ccccc4)ccc1c23
 : 0%	-6%	-3%	-2%	3.8%
- CC12CC(=O)C3C(CCC4=CC(=O)CCC43C)C1CC=C2CC(=O)O (centres undefined)
 : .	.	.	0%	1.4%
- CCOC(=O)N1CCC(N2CCN(C3CCCC3)C(CCO)C2)CC1 (centres undefined)
 : 1%	-11%	3%	10%	1.6%
- O=C(Nc1ccc2ccccc2n1)c1ccccc1
 : 2%	-1%	56%	-7%	2.4%
- O=c1c2c(nc3nc(NCc4ccccc4Cl)[nH]n13)CCC2
 : 3%	22%	46%	.	.
- Cc1ccc(Cn2ccsc2=NC(=O)CCl)cc1
 : 0%	0.57µM*	?	-10%	7.9%
- Cc1nc2ccc(NC(=O)c3ccccc3)cc2s1
 : -3%	4%	65%	0%	1.1%
- Cn1cccc1C(=O)OCC(=O)c1ccc(Br)s1
 : .	18%	?	-19%	0.2%
- Cc1ccc(NC(=O)CSc2nc(O)cc(=O)n2C)cc1
 : 2%	-8%	48%	12%	1.2%
- O=C(CCC(=O)Nc1ccccc1)NNS(=O)(=O)c1ccccc1[N+](=O)[O-]
 : 4%	1%	-3%	3%	0.7%
- Cc1ccc(-n2c(C)cc(C(=O)CN3CCOCC3)c2C)cc1
 : 5%	-4%	31%	5%	0.1%
- Cc1n[nH]c(C)c1Cc1ccc(C(=O)O)cc1
 : -5%	-6%	-4%	30%	0.4%
- COc1ccc2cc(C(c3nnnn3C3CCCC3)N3CCCCCC3)c3nnnn3c2c1 (centres undefined)
 : 4%	?	54%	6%	6.4%
- CCCC(NCC(=O)Nc1cc(S(=O)(=O)N2CCOCC2)ccc1OC)c1ccccc1 (centres undefined)
 : .	-9%	29%	-3%	0.6%
- Cc1nnc(SCC(=O)N2CCc3ccccc32)s1
 : -16%	-4%	19%	-7%	i
- Cc1cccc(C)c1OP(N)(=O)Oc1c(C)cccc1C
 : -2%	-4%	3%	0%	1.3%
- CC(C)(C)C(=O)CSc1nc2ncc(Br)cc2[nH]1
 : -4%	1%	28%	1%	1.2%
- CCc1ccccc1NC(=O)COC(=O)C1CC(=O)N(c2ccc(F)cc2)C1 (centres undefined)
 : -22%	7%	-1%	-25%	0.8%
- CCCc1c(C)nc(-c2ccc(C)cc2)nc1OC(=O)N(C)C
 : -8%	9%	8%	-1%	0.3%
- O=C(Nc1ccc(F)cc1)c1c(Cl)nc2ccccn12
 : -3%	-2%	-18%	-20%	0.3%
- COc1cc(Br)c(CNc2cc(C)ccc2C)cc1OC
 : 2%	9%	-2%	-2%	i
- COc1cc(-c2cc(OC)c(O)c(OC)c2)cc(OC)c1O
 : .	.	.	6%	1.7%
- COc1ccc(C)cc1-n1nnnc1SCc1cn2ccsc2n1
 : 4%	4%	22%	-15%	i
- COc1ccc(C)cc1Cn1nnc2ccccc21
 : -25%	-3%	5%	1%	i
- Cc1nc2ccccn2c1C(=O)NC1CCCC1
 : 0%	-6%	-11%	-1%	4.8%
- CCC1CCc2sc(C(=O)N(C)CC(=O)Nc3ccc(N4CCOCC4)cc3)cc2C1 (centres undefined)
 : -5%	5%	28%	-8%	1.9%
- O=C(c1ccc2nccnc2c1)N1CCCC(Nc2ccc(F)c(F)c2)C1 (centres undefined)
 : -3%	-7%	7%	-3%	4.6%
- Cc1ccccc1NC(=O)COc1coc(CN2CCCc3ccccc32)cc1=O
 : 10%	25%	68%	-8%	3.5%
- CCO[C@H]1OC(C(=O)N2CCN(Cc3ccc4c(c3)OCO4)CC2)=C[C@@H](c2ccc(Br)cc2)[C@@H]1CCCO
 : 1%	7%	30%	-1%	1.6%
- N/C(=N\NC(=O)c1ccccc1)c1cc2ccccc2oc1=O
 : -3%	10%	18%	-7%	0.8%
- CCC1(CC)N=C(c2ccccc2)C(=S)N1
 : 16%	5%	-2%	4%	2.1%
- Cc1c(N(C)C(=O)c2ccco2)c(=O)n(-c2ccccc2)n1C
 : -7%	0%	-16%	10%	2.2%
- Cc1ccc(S(=O)(=O)Nc2ccccc2C(=O)N2CCN(C)CC2)cc1
 : 3%	-7%	-6%	-5%	4.2%
- Cc1cc(C(=O)C(=O)N(C)C)c(C)n1-c1ccc([N+](=O)[O-])cc1
 : 2%	0%	-7%	-3%	0.4%
- COc1ccc(NC(=O)CSc2nnc(-c3ccncc3)o2)c([N+](=O)[O-])c1
 : -11%	-2%	-14%	1%	3.5%
- CCCCN(CC)CCNC(=O)C1CCN(S(=O)(=O)c2cccc3nsnc23)CC1
 : -13%	3%	-2%	-4%	0.2%
- COc1ccc(C2C=C(C)Nc3ncnn32)cc1 (centres undefined)
 : 4%	-10%	-6%	-11%	i
- O=C1Nc2ccccc2OCc2c1cccc2[N+](=O)[O-]
 : 10%	-12%	-3%	-14%	i
- C#CCOCCOCCOCCNc1nc(N2CCN(C(=O)[C@H]([C@@H](C)CC)n3cc([C@@H](N)CO)nn3)CC2)nc(N2CCN(C(=O)[C@H]([C@@H](C)CC)n3cc([C@@H](N)Cc4ccc(O)cc4)nn3)CC2)n1
 : -22%	7%	63%	-5%	3.1%
- Cc1ccc(-n2c(C)nnc2SCC(=O)N(C)c2c(N)n(Cc3ccccc3)c(=O)[nH]c2=O)cc1
 : .	-5%	-12%	-1%	1.2%
- CCOC(=O)c1sc(/N=C/Nc2nc(C)c(C(=O)OCC)s2)nc1C
 : .	.	.	-3%	1.5%
- C#CC(CC)(CC)NC(=O)Nc1ccccc1C(=O)OC
 : -6%	-5%	5%	4%	0.3%
- N/C(=N\C(=S)Nc1ccccc1)c1ccccc1
 : -3%	3%	25%	-20%	0.0%
- CCCCCCCC1(C)NC(=O)N(CC(=O)Nc2cc(C)on2)C1=O (centres undefined)
 : -2%	8%	30%	3%	0.5%
- C=CCn1c(SCC(=O)Nc2ccc(C(=O)O)cc2)nnc1-c1cccnc1
 : 8%	3%	6%	-7%	0.2%
- O=C(Nc1cccc(Cl)c1)N1CCN(C/C=C/c2ccccc2)CC1
 : 13%	38µM*	74%	5%	i

(listing goes on)
Screens in order: PhoP GFP inhibition	M. tuberculosis HTS	tuberculosis growth	influenza NS1A	inhibitors of VEEV
- Cc1ccc2ccc3ccc(C)nc3c2n1
 : 9%	0.49µM*	?	-7%	i
- CCN(CC)C(=O)CCc1nc2sc3c(c2c(=O)[nH]1)CCCC3
 : 8%	-9%	-9%	31%	i
- COCCNC(=O)c1oc2ccc3c(c2c1C)C(O)CC(C)(C)O3 (centres undefined)
 : 5%	-1%	-16%	20%	0.2%
- O=C(CSc1nnc(SCc2ccccc2)s1)N/N=C/c1ccc(Cl)cc1Cl
 : -3%	25%	64%	-3%	0.2%
- O=P(C(c1ccc2c(c1)OCO2)N1CCOCC1)(N1CCOCC1)N1CCOCC1 (centres undefined)
 : -1%	-13%	5%	-2%	i
- COc1cc(OC)cc(C(=O)NN2CCCCC2)c1
 : -10%	0%	9%	-1%	1.4%
- COc1ccc(Cn2ccc(=O)c(Cc3c(Cl)cccc3Cl)c2C)cc1
 : -3%	-3%	14%	-5%	4.7%
- CCc1c(C)nc2nc(SCc3ccccc3Cl)[nH]n2c1=O
 : 7%	5%	18%	2%	i
- Cc1ccc(C2(C)NC(=O)N(CC(=O)Nc3ccccc3N3CCCCC3)C2=O)cc1 (centres undefined)
 : -3%	3%	0%	-1%	8.3%
- Cc1nnn(-c2nonc2N)c1C(=O)N/N=C/c1cccc2ccccc12
 : -10%	0%	1%	-10%	0.1%
- COc1ccc(C2=Nn3c(nnc3-c3ccc(OC)cc3)SC2)cc1
 : 5%	?	26%	-6%	4.5%
- O=C(CSc1nc2nn(-c3ccccc3)c(=O)c-2c2n1CCCCC2)c1ccc(O)c(O)c1
 : .	0%	-10%	-1%	6.7%
- COc1cc(Cl)c(S(=O)(=O)N2CCOCC2)cc1Cl
 : 8%	-5%	-6%	8%	6.8%
- Cc1nn(CC(=O)N2CCc3ccccc3C2)c(C)c1Cl
 : 2%	-3%	.	-125%	0.2%
- CN(CC(=O)Nc1ccccc1C(F)(F)F)C(=O)Cn1c(=O)oc2ccccc21
 : -1%	-7%	-5%	8%	i
- O=C(CSc1ncc(-c2ccccc2)n1CC1CCCO1)N1CCCCC1 (centres undefined)
 : 2%	-10%	-2%	13%	5.7%
- N#Cc1ccccc1OCC(=O)OCC(=O)NCc1ccc2c(c1)OCO2
 : .	-3%	-17%	2%	2.5%
- CC(=O)CC(c1ccccc1)c1c(O)c2ccccc2oc1=O (centres undefined)
 : 9%&-12%&1%	-5%&-5%&13%	4%&27%&3%	-4%&-2%&-5%	0.3%&0.6%&0.8%
- O=C(Cc1ccc2c(c1)OCCO2)N1CCN(S(=O)(=O)c2cccc(C(F)(F)F)c2)CC1
 : 3%	7%	13%	-6%	1.0%
- Cc1ccc(/C=N/Nc2ccc(Cl)c(C(=O)O)c2)s1
 : -10%	7%	8%	-6%	1.1%
- CC1CCCCC1NC(=O)Cn1nnc2ccccc2c1=O (centres undefined)
 : 10%	2%	-12%	2%	0.7%
- COc1ccccc1-n1c(-c2cccs2)nc2ccccc2c1=O
 : -2%	3%	24%	-10%	0.6%
- COc1cc(SC)ccc1C(=O)NCc1ccc(C)cc1
 : -1%	0%	17%	-3%	i
- CC(=O)Nc1ccccc1C(=O)C(=O)Nc1cccc(C(=O)N2CC(C)CC(C)C2)c1 (centres undefined)
 : -3%	0%	9%	-6%	1.2%
- O=C(N/N=C1/CCSC1)c1cccc([N+](=O)[O-])c1
 : 8%	5%	4%	-5%	0.7%
- CCN(C(=O)Cn1cnc2c1c(=O)n(C)c(=O)n2C)C1CCS(=O)(=O)C1 (centres undefined)
 : .	-4%	-2%	-8%	1.4%
- CNC(=O)c1ccsc1NC(=O)CS(=O)(=O)c1ccccc1
 : -3%	-6%	-19%	-14%	2.5%
- Cc1ccc(S(=O)(=O)N2CCN(C(=O)Cc3ccsc3)CC2)c(C)c1
 : -9%	1%	-3%	-5%	6.4%
- CN(c1ccccc1)S(=O)(=O)c1cccc(NC(=O)CSc2ncc(C(F)(F)F)cc2Cl)c1
 : -5%	-5%	2%	3%	1.1%
- COc1ccc(/C=C/C(O)=C(\C#N)c2nnc(N3CCOCC3)n2-c2ccccc2)cc1OC
 : -20%	4%	18%	4%	6.5%
- Cc1ccc(OCCC(=O)O)cc1
 : -2%	-2%	0%	-5%	i
- CC(=O)N1c2ccccc2NC2=C(C(=O)CCC2)C1c1ccc(F)cc1 (centres undefined)
 : -5%	4%	57%	0%	0.5%
- O=C(CCC(=O)c1ccc(Oc2ccccc2)cc1)Nc1cccc(Cl)c1
 : -7%	-6%	-2%	-8%	1.1%
- O=C(c1ccc(F)cc1)N1CCOCC1
 : -10%	-7%	17%	-11%	1.2%
- COc1ccc(N(CC(=O)Nc2cc(C)ccc2C)S(=O)(=O)c2c(C)nn(C)c2C)cc1
 : -6%	-4%	13%	10%	i
